Screens deposited in PubChem BioAssay by Sanford-Burnham Center for Chemical Genomics.
mIAP act: mouse IAP activation; muIAP, CDP-Star luminescence, 30 min; hits give high values; 1 = vehicle-only enzyme signal, 0 = enzyme-free wells; activation factor at 10 µM; actives 0.24% (n = 330,000);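 active = activation factor of at least 2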; also: the source names both 10 and 20 µM as test concentration; values of inactives mirror those of a sister screen read the other way
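also added = chemiluminescent substrate CDP-Star | test system = mouse IAP enzyme | signal = chemiluminescence readout | compound = DMSO-dissolved test compounds | incubation = 30 min at room temperature | benchmarks = DMSO wells, no-enzyme wells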
APOBEC3G inh: blocks human APOBEC3G single-stranded DNA deamination | AID 493012 | recombinant A3G, ssDNA deamination FAM/TAMRA fluorescence | actives 0.28% (n = 330,000) | Q9HC16 | inhibition, % at 20 µM;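 active = inhibition of at least 40% at 20 µM, with no more than 30% in the related APOBEC3A deaminase screen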;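 also: plate controls were DMSO wells with A3G for no effect and wells lacking A3G enzyme for full effect; some compounds called inactive have numbers as strong as hits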
Target sequence (Q9HC16 whole entry, looked up): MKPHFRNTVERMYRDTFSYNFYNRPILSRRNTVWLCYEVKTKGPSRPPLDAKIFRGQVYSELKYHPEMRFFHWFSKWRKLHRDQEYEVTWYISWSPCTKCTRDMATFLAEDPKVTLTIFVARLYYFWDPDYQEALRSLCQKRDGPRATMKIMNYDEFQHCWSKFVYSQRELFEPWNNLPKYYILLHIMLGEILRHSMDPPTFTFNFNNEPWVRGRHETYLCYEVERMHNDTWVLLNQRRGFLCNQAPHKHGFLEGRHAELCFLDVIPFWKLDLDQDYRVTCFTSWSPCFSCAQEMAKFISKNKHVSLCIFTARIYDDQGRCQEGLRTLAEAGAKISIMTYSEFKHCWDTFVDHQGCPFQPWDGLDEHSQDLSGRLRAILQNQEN
hIAP activ: human IAP activation | P09923 | purified human IAP, CDP-Star luminescence, 30 min; hits give high values; 1 = vehicle-only enzyme, 0 = enzyme-free background | activation factor at 10 µM | actives 0.16% (n = 330,000) | AID 2524;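 active = activation factor of the enzyme at least 2-fold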; also: the source names both 10 and 20 µM as test concentration; values of inactives mirror those of a sister screen read the other way
Target sequence (P09923 whole entry, looked up): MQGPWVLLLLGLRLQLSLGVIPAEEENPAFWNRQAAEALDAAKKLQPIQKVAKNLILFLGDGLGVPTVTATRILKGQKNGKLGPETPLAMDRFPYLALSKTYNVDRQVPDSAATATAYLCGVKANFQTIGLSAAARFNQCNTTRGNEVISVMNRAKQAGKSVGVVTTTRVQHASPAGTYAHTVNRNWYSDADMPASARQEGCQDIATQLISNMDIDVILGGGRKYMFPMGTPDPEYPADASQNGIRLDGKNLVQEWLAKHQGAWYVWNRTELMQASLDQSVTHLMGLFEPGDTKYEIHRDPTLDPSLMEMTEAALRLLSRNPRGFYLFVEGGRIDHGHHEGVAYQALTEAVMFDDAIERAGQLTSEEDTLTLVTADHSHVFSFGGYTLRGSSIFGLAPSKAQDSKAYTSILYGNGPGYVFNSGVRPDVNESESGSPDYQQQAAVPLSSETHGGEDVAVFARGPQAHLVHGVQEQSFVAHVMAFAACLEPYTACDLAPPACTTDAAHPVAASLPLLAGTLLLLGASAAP
beta cell repl: MIN6 beta-cell proliferation induction. proliferation, % at 10 µM. actives 0.29% (n = 330,000). MIN6 cells proliferation, ATPlite luminescence, 48 h; cells starved in 0.2% serum; 100% = growth in 10% serum. AID 2380;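 active = compounds whose signal lies at least 3.5 SD above the mean of all wells on their plate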;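 also: 0% = DMSO-treated cells in low-serum medium and 100% = 10% serum control; some compounds called inactive have numbers as strong as hits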
MPTP block: inhibitors of mitochondrial permeability transition pore. isolated mouse mitochondria, Ca2+ swelling absorbance, 30 min. actives 1.4% (n = 360,000). AID 602449. inhibition, % at 10 µM;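 active = inhibition of 50% or more, scaled per plate between neutral and stimulator controls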;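 also: 0% = DMSO wells given calcium and 100% = 1 mM EGTA wells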
NR3A LBD binder: modulates the human NR3A ligand-binding domain; NR3A LBD differential scanning fluorimetry, Tm shift; 0% = protein alone, 100% = glycine-bound protein; Tm shift relative to glycine control, % at 25 µM; actives 2.5% (n = 340,000); AID 1259313;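 active = melting temperature shift of at least 10% of the positive control shift, at one fixed dose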
hIAP block: blocks human intestinal alkaline phosphatase; P09923; purified IAP, CDP-Star luminescence, 30 min; inhibition, % at 10 µM; actives 0.12% (n = 330,000); AID 2544;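 active = inhibition reaching a set limit with compound at 10 µM in the primary screen, cut at about 35% in these data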;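 also: plate controls were DMSO wells with enzyme for no effect and no-enzyme buffer wells for full effect; values of inactives mirror those of a sister screen read the other way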
A3A deaminase: human APOBEC3A DNA deaminase inhibition; actives 0.41% (n = 330,000); P31941; AID 493011; recombinant A3A, FAM/TAMRA ssDNA deamination fluorescence; inhibition, % at 20 µM;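 active = at least 40% inhibition at 20 µM here, with at most 30% in a related deaminase screen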;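 also: plate controls were A3A with DMSO for no effect and wells lacking A3A enzyme for full effect; some results filed as inactive read as strong as hits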
mIAP block: blocks mouse intestinal alkaline phosphatase; purified mouse IAP, CDP-Star luminescence, 30 min; inhibition, % at 10 µM; actives 0.2% (n = 330,000); AID 2806;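 active = inhibition of at least 40% at 10 µM in the primary screen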;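 also: plate controls were DMSO with enzyme for no effect and no enzyme wells for full effect; values of inactives mirror those of a sister screen read the other way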
Starred values were filed as active, the others as inactive.

SMILES	mIAP act	APOBEC3G inh	hIAP activ	beta cell repl	MPTP block	NR3A LBD binder	hIAP block	A3A deaminase	mIAP block
COc1ccc(Nc2nc(N3CCCC3)nc(N3CCOCC3)n2)cc1	1.01	2.1	0.934	7.3	1.1	3.0	6.6	2.4	-1.4
O=C(CCc1nc(-c2cccs2)no1)Nc1cnc2ccccc2c1	0.918	-3.1	0.87	4.1	3.0	-0.6	13.0	0.8	8.2
CCC(C)C(NC(=O)C1CCC(C)CC1)C(=O)Nc1ccc(OC)cc1 (stereo unspecified)	1.1	-9.2	1.15	-2.1	0.0	0.3	-14.6	1.0	-10.0
Cc1nc(-c2ccc(S(=O)(=O)N3CCN(CCc4ccccc4)CC3)s2)cs1	1.13	-8.0	1.03	2.0	3.4	-4.4	-3.1	-1.5	-12.8
O=C1[C@H]2[C@@H](c3ccc(F)cc3)N3C(=O)N(c4ccc(Br)cc4)C(=O)[C@@]3(Cc3ccccc3)[C@H]2C(=O)N1C1CCCCC1	1.03	1.0	1.05	-8.2	0.5	6.7	-5.0	-4.2	-3.2
CCOc1ccc(NS(=O)(=O)c2cc(C(=O)N3CCC3)ccc2Cl)cc1	0.965	-8.5	0.989	-1.0	-1.3	1.9	1.1	-2.8	3.5
CCOc1cccc(/C=N/N=C/c2cccc(OCC)c2O)c1O	0.992	-6.1	1.37	2.4	1.2	0.6	-37.2	1.2	0.8
Cc1cccc(N2CCN(C(=O)CSc3nnnn3C3CC3)CC2)c1C	0.991	-0.3	1.09	-3.5	-1.1	0.3	-8.8	1.8	0.9
COc1ccc([N+](=O)[O-])cc1NC(=O)C(C)N(C)Cc1ccc(Br)cc1 (stereo unspecified)	0.789	-2.8	0.857	-3.9	10.1	-5.0	14.3	0.9	21.1
CCOC(=O)c1c(C2CC2)csc1NC(=O)CSCc1c(C)noc1C	1.14	-4.7	1.01	-1.7	0.4	5.5	-0.9	-3.3	-14.0
COc1ccc(CC(=O)NC2CC(C)(C)NC(C)(C)C2)cc1OC	0.957	-2.9	1.01	-2.8	-0.8	-2.3	-0.6	1.9	4.3
COc1ccc2c(c1)[nH]c1c(=O)n(CC3CCCO3)cnc12 (stereo unspecified)	1.12	2.8	1.13	-0.4	-0.9	-1.2	-13.3	3.5	-11.7
CC(C)(C)NC(=O)C(c1cccs1)N(Cc1cccs1)C(=O)c1csnn1 (stereo unspecified)	0.929	0.3	1.04	-0.2	-0.2	-0.6	-3.7	-0.9	7.1
Oc1ccc(C(c2nnnn2C2CCCC2)N2CCc3ccccc3C2)cc1 (stereo unspecified)	1.07	-4.9	0.833	-1.3	2.0	-5.6	16.7	-2.7	-7.4
CC(CN1C(C)CCCC1C)OC(=O)c1ccccc1Br (stereo unspecified)	0.912	-6.8	1.17	-1.4	2.8	0.1	-17.0	-0.7	8.8
Cn1c(=O)[nH]c(=O)c2c1nc(NCCc1ccccc1)n2CC(O)COc1ccccc1 (stereo unspecified)	1.02	3.1	0.932	-1.8	-3.1	-0.2	6.8	3.7	-2.4
CN(CC(=O)Nc1ccc(Cl)c(C(F)(F)F)c1)C(=O)C1CSC2(C)CCC(=O)N12 (stereo unspecified)	0.946	-12.8	0.852	2.5	-0.9	1.0	14.8	7.8	5.4
COc1cccc(NC(=O)C2CCN(S(=O)(=O)c3ccc4[nH]c(=O)oc4c3)CC2)c1	0.951	7.0	0.78	-2.3	-1.3	-3.1	22.0	-2.6	4.9
O=C(NCc1ccco1)c1ccc(-c2ccc(Cl)cc2)o1	0.93	-3.4	0.879	2.1	0.9	0.5	12.1	3.4	7.0
COc1ccc(C)cc1S(=O)(=O)N(CC(=O)O)c1ccc(C)cc1	0.948	-3.8	1.07	-1.2	-2.9	-0.2	-7.3	-1.9	5.2
Cc1ccc(CN2CCNC(=O)C2CC(=O)N(C)Cc2cnccn2)cc1 (stereo unspecified)	1.03	-3.3	0.997	-1.9	0.2	0.8	0.3	-1.3	-3.1
NCCCCCCNS(=O)(=O)c1cccc2c(Cl)cccc12	0.925	-0.7	1	-6.8	108.1*	0.6	-0.4	-3.7	7.5
O=C(CCCN1C(=O)S/C(=C\C=C\c2ccccc2)C1=O)Nc1ccc(C(=O)O)cc1	0.959	-7.6	0.948	-2.2	-0.4	2.0	5.2	-4.0	4.1
COc1ccc(S(=O)(=O)N2CCCCC2)cc1NC(=O)C1CC(=O)N(c2ccc3c(c2)OCCO3)C1 (stereo unspecified)	0.968	-6.3	1.06	-2.7	-0.5	3.0	-6.2	-5.7	3.2
CCOc1ccc(C(=O)COC(=O)CC)cc1	0.989	-1.8	0.893	-1.3	0.8	1.4	10.7	2.3	1.1

Continuation.
SMILES	mIAP act	APOBEC3G inh	hIAP activ	beta cell repl	MPTP block	NR3A LBD binder	hIAP block	A3A deaminase	mIAP block
CCc1cc2cc(C)c(C)cc2nc1SCC(=O)Nc1cc(C)on1	0.997	-2.7	1.12	-5.0	-1.3	0.3	-11.7	-0.9	0.3
COC(=O)C(Cc1ccc(O)cc1)NC(=O)C(C)Oc1ccccc1 (stereo unspecified)	0.897	-6.9	0.86	-2.1	-1.1	-12.0	14.0	-4.6	10.3
CCOc1ccc(Oc2nc(C)cc(OC)n2)nn1	0.977	-9.2	0.882	-0.5	0.3	-17.9	11.8	-5.4	2.3
COc1cc(NC(=O)CSCc2ccc(Cl)cc2Cl)c(C(=O)O)cc1OC	1.08	-9.6	1.14	-2.9	0.9	0.1	-13.9	-7.6	-8.2
CCOc1ccc2nc3c(cc2c1)CN(CCOC)C(=NCCOC)S3	0.944	0.9	1.11	-3.6	0.5	-5.8	-11.1	3.5	5.6
CCN(c1ccccc1)S(=O)(=O)c1ccc(NC(=O)c2nc(S(C)(=O)=O)ncc2Cl)cc1	0.888	3.4	0.991	-6.8	-4.7	-12.1	0.9	-2.9	11.2
O=C(NCc1ccco1)c1c2c(nc3ccccc13)CCC2	0.913	42.7	0.995	-1.1	48.7	-0.7	0.5	49.2	8.7
Cc1cc(NC(=O)COC(=O)C2CC(=O)N(c3ccccc3Cl)C2)no1 (stereo unspecified)	1.06	-0.3	1.11	0.0	-0.2	-3.4	-11.2	5.0	-5.9
Cc1ccc(N(C(=O)c2snc(C(N)=O)c2N)C(C(=O)NCc2ccccc2)c2ccncc2)c(C)c1 (stereo unspecified)	1.02	-4.3	0.87	0.0	-1.7	-2.2	13.0	-2.0	-2.3
O=C(C[C@@H]1C/C=C\CC[C@H](Cc2ccc(F)cc2)C(=O)OC[C@@H]2CCCN2C1=O)NCCO	1.03	-6.5	0.902	-2.0	-0.9	-0.2	9.8	-0.2	-3.2
CNC[C@@H]1Oc2ccc(NS(=O)(=O)c3ccc(OC)cc3)cc2CC(=O)N([C@H](C)CO)C[C@@H]1C	0.936	-6.4	0.874	0.5	0.7	-3.6	12.6	-1.1	6.4
CC1(C)CC(=O)C(C=NCCN2CCN(C(=O)C34CC5CC(CC(C5)C3)C4)CC2)=C(O)C1	0.912	-4.8	1.01	-2.1	-2.2	0.4	-0.6	-1.0	8.8
O=C(OCN1C(=O)c2ccccc2C1=O)c1cccnc1SC(F)F	1.02	-2.4	0.998	-0.5	0.7	2.5	0.2	1.2	-1.7
CCC(C)C(=O)Nc1nc(C)c(-c2csc(Nc3ccc(Cl)cc3)n2)s1 (stereo unspecified)	0.893	-5.8	1.03	-6.9	-0.7	-2.5	-2.7	-3.7	10.7
O=C(CC1Oc2ccccc2NC1=O)NCCCN1CCN(Cc2ccccc2)CC1 (stereo unspecified)	0.895	2.0	0.961	-1.5	0.1	0.1	3.9	6.1	10.5
C/C(CC(=O)Nc1ccc(C)c(Cl)c1)=N\NC(=O)C1CCCCC1	1.06	-7.5	1.03	-5.4	-0.4	-0.7	-3.0	1.2	-5.9
CCOC(=O)c1cc2c(nc1NC(=S)Nc1ccccc1)CC(C)(C)OC2	1.09	-1.9	1.04	1.2	-0.8	1.1	-3.9	-1.2	-8.6
CCn1c(C)cc(C(=O)COC(=O)c2ccccc2[N+](=O)[O-])c1C	0.926	-3.9	0.919	-6.0	-0.8	0.1	8.1	-3.2	7.4
CC(C)(CNC(=O)c1ccc(NS(=O)(=O)c2ccc(F)c(F)c2)cc1)N1CCOCC1	1.07	0.7	0.842	1.9	-1.5	1.6	15.8	-0.6	-6.6
O=C(C1CCCN(S(=O)(=O)c2cnc[nH]2)C1)N1CC(=O)N(CCc2ccccc2)C(=O)C1 (stereo unspecified)	1.16	-5.0	1.15	2.5	-0.1	-2.7	-14.8	-1.5	-15.8
CCN(CC)CCNC(=O)c1ccc2c(c1)NC(=O)c1ccccc1S2	0.945	-2.5	0.972	-1.6	-0.2	0.0	2.8	0.2	5.5
C#CCNC(=O)C1=C[C@H](C(C)(C)C)C[C@H](OCCCCO)O1	0.949	-4.2	0.967	1.5	-1.3	0.2	3.3	-0.3	5.1
O=C(COc1ccccc1)Nc1nc(-c2cccnc2)cs1	0.828	-6.1	1.04	-2.9	-2.0	2.7	-3.7	-6.2	17.2
NS(=O)(=O)c1ccc(NC(=O)CSc2nnc3n2CCCCC3)cc1	1.05	-3.7	0.998	-1.3	0.4	-1.1	0.2	-1.1	-5.3
CCOC(=O)C1CCN(C2=NC(=O)/C(=C/c3ccc(Cl)cc3)S2)CC1	0.922	1.6	1.12	-4.7	0.2	-5.5	-11.7	5.1	7.8

Going on with the list:
SMILES	mIAP act	APOBEC3G inh	hIAP activ	beta cell repl	MPTP block	NR3A LBD binder	hIAP block	A3A deaminase	mIAP block
Cc1n[nH]c(C)c1S(=O)(=O)N1CCN(C(=O)c2ccco2)CC1	1.16	-2.1	1.14	1.7	-1.7	0.4	-13.5	0.8	-15.9
Cc1ccc(-c2c(C(=O)N/N=C/c3ccco3)nnn2-c2nonc2N)cc1	1	3.5	0.816	-1.8	5.5	-3.0	18.4	60.9*	-0.1
Cn1nnc2cc(C(=O)NC3CCCCC3)ccc21	0.868	-2.9	0.992	1.7	1.8	0.2	0.8	1.6	13.2
COc1ccc(-c2csc(NC(=O)CCCc3cccs3)n2)cc1	1	-6.6	1.01	-0.2	0.6	-3.3	-0.6	-4.7	0.0
Nc1nc(Nc2ccccc2)nc(NCCO)c1[N+](=O)[O-]	0.989	-10.4	0.915	-3.5	2.1	-1.8	8.5	-4.3	1.1
CC1=NN(C(=O)c2ccc(Cn3ccc([N+](=O)[O-])n3)cc2)C(O)(C(F)(F)F)C1 (stereo unspecified)	0.938	-3.6	0.81	1.9	-1.6	-1.0	19.0	-1.1	6.2
COC(=O)c1ccc2nc(NC(=O)C3CC3)sc2c1	0.917	5.5	0.997	-0.1	0.6	0.5	0.3	3.2	8.3
Cc1ccc(S(=O)(=O)NCc2c(Cl)cccc2Oc2ccccc2)cc1	0.937	-8.3	0.876	-3.8	0.8	-4.4	12.4	-2.7	6.3
CCCCNC(=O)CSc1cc(=O)n(C)c2ccccc12	0.983	-11.2	0.892	-0.4	-2.4	-1.4	10.8	-4.4	1.7
